b-catenin transl – modulators of beta-catenin nuclear translocation, primary screen, imaging, HeLa cells, immunofluorescence, high-content; AID 1665, 2009; actives 0.3% (n = 190,000); nuclear translocation activity, % at 5 µM;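 active = nuclear translocation activity above 50% at 5 µM, with a well cell count of 50 or more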;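 also: per-cell ratio of nuclear to cytoplasmic median beta-catenin stain intensity; plate controls were DMSO negative control for no effect and GSK-3 inhibitor IX positive control for full effect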
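Test system: human HeLa cells, native beta-catenin. Compound dosing: 5 µM primary single dose, 0.1% DMSO, 0.02–20 µM confirmation series. Incubation: compound exposure 24 h at 37°C. Detection: beta-catenin immunostaining with DAPI counterstain, 20x imaging, 6 fields/well. Read-out basis: Nuclear/cytoplasmic beta-catenin signal ratio, % activation.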
Insulin prom up – insulin promoter activators in MIN6 cells, imaging, high-content screening, mouse beta cells; MIN6 insulin promoter-GFP reporter; stronger effect = higher value; z-score at 5 µM; actives 0.3% (n = 190,000);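 active = z-score above 3 at 5 µM with at least 500 cells counted in the well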
PMI inhibitors – inhibitors of human PMI, primary screen, biochemical, fluorescence intensity, coupled assay (AID 1209) | Mannose-6-phosphate isomerase (Homo sapiens) | inhibition, % at 20 µM, or IC50 in µM where a hit was titrated | actives 0.42% (n = 190,000) | purified PMI enzyme, coupled fluorescence intensity; higher % means a stronger effect;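 also: plate controls were DMSO vehicle for no effect and wells lacking substrate for full effect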
MT stabilizer – microtubule stabilizers in HeLa cells, primary screen, imaging, high-content imaging. actives 0.83% (n = 200,000). HeLa tubulin immunostaining HCS, 24 h; share of cells brighter than vehicle mean+2SD. % tubulin-high responders, % at 10 µM;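 active = plate Z-score above 3 for both tubulin-high and condensed-nucleus cell shares, with cell loss under 80%, at 10 µM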;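 also: anti alpha tubulin signal scored within the nucleus-defined area of each cell; some results filed as inactive read as strong as hits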
Autophagy HCS – autophagy modulators in MEF cells, primary screen, imaging, high-content, MEF GFP-LC3; MEF GFP-LC3 puncta imaging; test concentration mostly 10 µM; calls only at 10 µM (by protocol); actives 0.98% (n = 190,000); AID 463193, 2010;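 active = percentage of spot-positive cells more than 3 SD above its plate mean, without a fluorescence outlier flag or 80% toxicity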;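 also: spot-positive cell cutoff set from DMSO-treated cells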
human PMI inhibitors – human PMI inhibitors, high substrate, primary screen, biochemical, fluorescence intensity, high mannose 6-phosphate (AID 1220); inhibition, % at 20 µM, or IC50 in µM where a hit was titrated; actives 0.66% (n = 190,000); recombinant PMI enzyme, coupled fluorescence intensity; higher % means a stronger effect
WT yeast gro inh – growth inhibition of WT strain, primary screen, mitochondrial fusion inhibitor project, WT and mutant strains, chemical genetic; mitochondrial fusion phenotypic screen; inhibition, % at 10 µM; actives 2.1% (n = 190,000); in the data active = inhibition above about 58%; tested in S. cerevisiae
Yfh1-depleted yeast – enhancers of respiration in Yfh1-depleted yeast, dose response, Friedreich's ataxia, plus single-dose screen (AID 1465). actives 0.074% (n = 220,000). S. cerevisiae Yfh1-off respiration, WST-1 reduction, 72 h; higher fold induction means a stronger effect. fold induction at 50 µM, or EC50 in µM where a hit was titrated;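 active = fold induction of absorbance versus untreated yeast above a set limit, then at least 30% activation at any dose in follow-up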;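 also: activators that raise dye reduction in frataxin-depleted yeast; strong numbers were not always called active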
Dynein transport – inhibitors of GR-EGFP nuclear translocation, primary screen, dynein cargo transport inhibitor project, imaging, high-content, 3617.4 mouse cells; AID 1381, 2008; actives 0.47% (n = 220,000); test concentration mostly 20 µM; stimulated with dexamethasone, 1 µM; stronger effect = lower value; z-score, hits read low;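 active = plate z-score of nuclear minus cytoplasmic receptor signal below a set negative limit, without overly bright fluorescence or cell loss, cut at about -3.5 in these data, passing the limit was not always enough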;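 also: z-score of nuclear minus cytoplasmic ring GR-EGFP intensity difference per well; some compounds called inactive have numbers as strong as hits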
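medium = tetracycline-free induction medium containing charcoal-stripped FBS | also added = 1.0 µM final dexamethasone stimulus | schedule = 48 h induction, 1 h compound, 30 min dex at 37 °C | technique = fixed, Hoechst-stained cells imaged at 10x for EGFP | measure = GR-EGFP nuclear translocation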
WT yeast gro inh mutant strain – also measured in WT yeast gro inh; calls as there; inhibition, %; mitochondrial fusion phenotypic screen, mutant strain inhibition
Dynein transport cytoplasmic EGFP – further read-out of Dynein transport, marked with its call; z-score; measured here: cytoplasmic GR-EGFP intensity; stronger effect = higher value
Dynein transport nuclear GR-EGFP – also measured in Dynein transport; calls as there; z-score; measured here: nuclear GR-EGFP intensity;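 lower value marks the stronger effect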
Dynein transport cell count – also measured in Dynein transport; calls as there; z-score; measured here: cell count per field
Insulin prom up cell count – also measured in Insulin prom up; calls as there; cell count; measured here: cytotoxicity, nuclei count;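 total cells summed across four imaged fields per well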
b-catenin transl cell count 5 µM – further read-out of b-catenin transl, marked with its call; cell count; measured here: cell count, cytotoxicity flag
MT stabilizer Hoechst-high % – further read-out of MT stabilizer, marked with its call; % Hoechst-high responders; measured here: nuclear condensation Hoechst responders;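 share of cells brighter than vehicle mean plus two SD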
MT stabilizer cytotoxicity % – further read-out of MT stabilizer, marked with its call; toxicity, %; measured here: cytotoxicity by cell density;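 0% = mean cell density of plate MIN control wells and 100% = no cells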
Autophagy HCS cell loss 18 h – also measured in Autophagy HCS; calls as there; toxicity, %; measured here: cell loss, nuclei count;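 cell loss after 18 h compound exposure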
An asterisk follows results filed as active; i = inactive; / = no result given. Rule as the data show it, unless noted: active = inhibition above about 50%; inactive = the rest.

| Compound | b-catenin transl | b-catenin transl cell count 5 µM | Insulin prom up | Insulin prom up cell count | PMI inhibitors | MT stabilizer | MT stabilizer Hoechst-high % | MT stabilizer cytotoxicity % | Autophagy HCS | Autophagy HCS cell loss 18 h | human PMI inhibitors | WT yeast gro inh | WT yeast gro inh mutant strain | Yfh1-depleted yeast | Dynein transport | Dynein transport cytoplasmic EGFP | Dynein transport nuclear GR-EGFP | Dynein transport cell count |
| --- | --- | --- | --- | --- | --- | --- | --- | --- | --- | --- | --- | --- | --- | --- | --- | --- | --- | --- |
| CCn1c(CCn2ccnc2C)n[nH]c1=S | -1.3 | 1079 | 0.08 | 2030 | 13% | 2.4 | 2.1 | 7.8 | i | -2 | 8% | -9 | 2 | i | 0.34 | -0.23 | 0.14 | -0.64 |
| N#Cc1c(N2CCOCC2)nc(-c2ccco2)c2c1CCCC2 | 2.6 | 1150 | / | / | -4% | 3.7 | 2.0 | 10 | i | 5 | 2% | -1 | 1 | i | -0.68 | -0.4 | -0.061 | 0.66 |
| COC(=O)c1c(C)nsc1NC(=O)Oc1ccccc1 | 0.9 | 1015 | -0.46 | 1168 | -5% | 4.1 | 1.9 | 5.1 | i | 7 | 50%* | 5 | -21 | i | -0.028 | -0.22 | 0.033 | 0.63 |
| CC(C)C(NC(=O)c1ccc(Cl)cc1)C(=O)NC1=NCCS1 (stereo unspecified) | / | / | 0.1 | 769 | -4% | 2.9 | 1.1 | 6.0 | i | -13 | -7% | -3 | -13 | i | -0.73 | -0.18 | -0.22 | 1.4 |
| COc1ccc(C(CC(=O)c2ccc(O)cc2)S(=O)(=O)c2ccc(C)cc2)cc1 (stereo unspecified) | -0.2 | 1366 | -0.24 | 1385 | 6% | 1.7 | 1.7 | 2.3 | i | 4 | -3% | 15 | -3 | i | 1.4 | -0.12 | 0.8 | -1.6 |
| CC(C)c1ccc(C(=O)N2CCN(c3cnn(C)c(=O)c3Cl)CC2)cc1 | -3.3 | 1074 | -0.07 | 1369 | 0% | 1.6 | 1.1 | 7.5 | i | -15 | -4% | -4 | 3 | i | 0.056 | -0.32 | 0.074 | 0.38 |
| Cc1sc2ncn(CCC(=O)O)c(=O)c2c1C | -0.1 | 1217 | 0.45 | 1064 | -4% | 2.0 | 1.2 | 4.8 | i | -13 | -8% | 9 | 9 | i | -0.47 | -0.17 | -0.13 | -0.085 |
| CC(C)=CCN1CCN(Cc2cccc3nccnc23)CC1CCO (stereo unspecified) | 2.7 | 992 | 0.13 | 1334 | -4% | 2.7 | 2.4 | 5.1 | i | -36 | -4% | 2 | 10 | i | -0.47 | -0.17 | -0.13 | 0.67 |
| CCc1ccccc1NC(=O)NC1CCCCC1 | / | / | / | / | -3% | 1.6 | 1.1 | 8.6 | i | 3 | -11% | -2 | 23 | i | 0.008 | -0.15 | 0.054 | 0.44 |
| COC(=O)c1c(NC(=O)/C=C/c2ccco2)sc2c1CCC2 | -2.3 | 521 | 0.05 | 1440 | -3% | 1.3 | 2.3 | 11 | i | 4 | 5% | -1 | 10 | i | 0.82 | -0.079 | 0.56 | -1.1 |
| COC(=O)C1=C(C)N(C)C(=S)NC1c1ccc(Cl)cc1 (stereo unspecified) | -1.4 | 969 | -0.51 | 1332 | -4% | 3.5 | 2.4 | 1.6 | i | -8 | 0% | 9 | 16 | i | 0.25 | -0.22 | 0.21 | 0.14 |
| CC1CCCCN1C(=O)CSCC(=O)Nc1nc(-c2cccs2)cs1 (stereo unspecified) | 0.8 | 1052 | 0.38 | 1178 | 15% | 4.5 | 2.5 | 7.4 | i | 1 | 13% | -7 | -3 | i | -0.88 | -0.22 | -0.1 | 1.3 |
| CCOc1ccc(/C=N/Nc2nc(=O)[nH]nc2C)cc1OC | 0.9 | 1062 | -0.01 | 1304 | -5% | 2.5 | 2.2 | 1.2 | i | -16 | -4% | 4 | 2 | i | 0.58 | -0.21 | 0.53 | -1.1 |
| CC(C)(CO)NCc1ccc(Br)cc1 | 0.5 | 997 | 1.3 | 1511 | -8% | 2.8 | 2.1 | 5.2 | i | 6 | -8% | 2 | -2 | i | -0.76 | -0.27 | -0.3 | 0.23 |
| O=C(CN1C(=O)CCC1=O)c1ccc(-c2ccccc2)cc1 | 0.1 | 951 | 0.36 | 1350 | 6% | 1.9 | 2.8 | 3.4 | i | -1 | 10% | -29 | -1 | i | -0.34 | -0.23 | -0.43 | 0.26 |
| CCCCOP(=O)(OCCCC)C1(NS(=O)(=O)c2ccccc2)C=CC(=O)c2ccccc21 (stereo unspecified) | -0.5 | 1387 | -0.16 | 1394 | 31% | 3.3 | 1.6 | 3.2 | i | 13 | 44% | -2 | -6 | i | 0.038 | -0.18 | 0.2 | -0.033 |
| c1ccc(N2CCOCC2)c(Nc2nc3ccccc3n3cnnc23)c1 | -0.7 | 1150 | 1.2 | 948 | 5% | 3.8 | 2.1 | 7.5 | i | 7 | 10% | 16 | 1 | i | -0.61 | -0.13 | -0.14 | 0.68 |
| O=C(CCNS(=O)(=O)c1ccc(Br)cc1)NCc1ccc2c(c1)OCO2 | 0.5 | 1443 | -0.2 | 1520 | 1% | 5.9 | 2.5 | 5.7 | i | -4 | -2% | -6 | 0 | i | -0.053 | -0.077 | 0.0027 | 0.52 |
| O=C(COc1ccccc1[N+](=O)[O-])NNC(=O)Nc1cccc2ccccc12 | -0.8 | 981 | -0.38 | 1668 | 13% | 2.7 | 3.2 | 10 | i | -8 | 60%* | 14 | 4 | i | -0.57 | -0.22 | -0.016 | -0.02 |
| O=C(NCc1ccco1)c1ccc(-c2ccccc2Cl)o1 | 1.4 | 1131 | -0.53 | 1322 | -5% | 4.0 | 1.3 | 5.3 | i | 10 | 0% | 3 | -9 | i | -1.1 | 0.24 | -0.76 | 1.3 |
| Cc1ccc(C(=O)Nc2cccnc2)cc1[N+](=O)[O-] | 1.5 | 1111 | 0.1 | 1093 | -9% | 2.5 | 2.8 | 4.7 | i | 27 | -11% | 3 | -5 | i | 0.24 | -0.22 | 0.32 | -0.52 |
| CC/C(=N\NC(=O)c1ccc(N(C)C)cc1)c1ccccc1 | / | / | 0.18 | 1008 | 2% | 5.7 | 3.8 | 4.9 | i | 3 | -6% | -10 | -13 | i | -0.66 | -0.31 | -0.7 | 1.1 |
| CCCCn1c(=O)[nH]c(=O)c2c1nc(-c1ccc(-c3ccccc3Br)o1)n2CCOC | -1.4 | 845 | -2.4 | 1275 | -6% | 7.4 | 5.1 | 9.7 | i | -20 | 5% | 28 | -2 | i | -2.7 | 0.036 | -0.55 | 0.45 |
| CC1CCc2c(sc3nc(C4CC4)nc(N4CCN(C(=O)c5ccco5)CC4)c23)C1 (stereo unspecified) | / | / | / | / | / | 4.3 | 2.0 | 3.7 | i | 26 | / | / | / | i | 0.14 | -0.051 | -0.061 | -1.3 |
| CCCNC(=O)c1cc(OC)c(OC)cc1[N+](=O)[O-] | -1.0 | 1032 | -4.3 | 537 | 5% | 3.1 | 2.5 | 9.1 | i | 9 | 6% | -9 | 8 | i | -0.28 | -0.074 | -0.23 | 0.039 |
| O=C(Nc1cc(C(F)(F)F)ccc1Cl)c1cc(C2CC2)on1 | -1.8 | 1200 | / | / | -4% | 3.8 | 1.7 | 6.1 | i | -7 | -4% | -5 | -6 | i | -0.22 | -0.083 | -0.26 | 0.55 |
| CCC(CO)NCC#Cc1ccccc1 (stereo unspecified) | 0.5 | 1470 | 0.03 | 1362 | 6% | 2.6 | 1.8 | 7.5 | i | 9 | 6% | -5 | 5 | i | -0.36 | -0.25 | 0.4 | -0.21 |
| CCC(=O)N1CCN(c2c(Cl)cccc2[N+](=O)[O-])CC1 | 7.6 | 1254 | 0.29 | 1436 | 1% | 1.8 | 1.0 | 4.9 | i | 1 | 2% | -4 | -3 | i | -0.64 | -0.17 | -0.52 | 0.93 |
| N#CCC(=O)N1CCCCCC1 | -2.5 | 989 | 0.17 | 1231 | -7% | 1.9 | 1.3 | 6.6 | i | 13 | -7% | -8 | -5 | / | -0.27 | -0.2 | 0.034 | 0.24 |
| CCOC(=O)N1CN(C(=O)OCC)CN(C(=O)OCC)C1 | -2.1 | 1093 | 0.7 | 1416 | / | / | / | / | / | / | / | / | / | i | -1.1 | -0.27 | -0.83 | 3.5 |
| Cc1c2cn[nH]c(=O)c2c(C)n1Cc1ccc(F)cc1 | 0.5 | 1098 | -0.94 | 1392 | 15% | 3.6 | 1.8 | 6.4 | i | 6 | 12% | 7 | 4 | i | -0.34 | -0.23 | 0.1 | 0.67 |
| O=C(c1cccc(Cl)c1)N1CCN(c2ncnc3c2cnn3-c2ccccc2)CC1 | 0.3 | 1586 | -0.47 | 1280 | 3% | 1.6 | 0.9 | 1.5 | i | 3 | 9% | 39 | 6 | i | 2.5 | -0.12 | 1.3 | -1.8 |
| Cc1ccccc1Nc1ncnc2c1cnn2-c1ccccc1 | -0.5 | 1070 | 0.31 | 1871 | 13% | 2.1 | 1.9 | 1.6 | i | -3 | 13% | 2 | -3 | i | -0.31 | -0.25 | 0.11 | 0.86 |

Screening data: PubChem, several laboratories
